PLC-beta3 inh = human PLC-beta3 inhibitors, primary screen, biochemical, fluorescence; 1-phosphatidylinositol 4,5-bisphosphate phosphodiesterase beta-3 (Homo sapiens), Q01970; Purified PLC-beta3, fluorogenic substrate; inhibition, % at 12.2 µM; hit rate 0.18% among 370,000; in the data active = inhibition above about 11%;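 note: 0% = median of compound wells on plate and 100% = full blocker control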
Target sequence (Q01970 whole entry, looked up): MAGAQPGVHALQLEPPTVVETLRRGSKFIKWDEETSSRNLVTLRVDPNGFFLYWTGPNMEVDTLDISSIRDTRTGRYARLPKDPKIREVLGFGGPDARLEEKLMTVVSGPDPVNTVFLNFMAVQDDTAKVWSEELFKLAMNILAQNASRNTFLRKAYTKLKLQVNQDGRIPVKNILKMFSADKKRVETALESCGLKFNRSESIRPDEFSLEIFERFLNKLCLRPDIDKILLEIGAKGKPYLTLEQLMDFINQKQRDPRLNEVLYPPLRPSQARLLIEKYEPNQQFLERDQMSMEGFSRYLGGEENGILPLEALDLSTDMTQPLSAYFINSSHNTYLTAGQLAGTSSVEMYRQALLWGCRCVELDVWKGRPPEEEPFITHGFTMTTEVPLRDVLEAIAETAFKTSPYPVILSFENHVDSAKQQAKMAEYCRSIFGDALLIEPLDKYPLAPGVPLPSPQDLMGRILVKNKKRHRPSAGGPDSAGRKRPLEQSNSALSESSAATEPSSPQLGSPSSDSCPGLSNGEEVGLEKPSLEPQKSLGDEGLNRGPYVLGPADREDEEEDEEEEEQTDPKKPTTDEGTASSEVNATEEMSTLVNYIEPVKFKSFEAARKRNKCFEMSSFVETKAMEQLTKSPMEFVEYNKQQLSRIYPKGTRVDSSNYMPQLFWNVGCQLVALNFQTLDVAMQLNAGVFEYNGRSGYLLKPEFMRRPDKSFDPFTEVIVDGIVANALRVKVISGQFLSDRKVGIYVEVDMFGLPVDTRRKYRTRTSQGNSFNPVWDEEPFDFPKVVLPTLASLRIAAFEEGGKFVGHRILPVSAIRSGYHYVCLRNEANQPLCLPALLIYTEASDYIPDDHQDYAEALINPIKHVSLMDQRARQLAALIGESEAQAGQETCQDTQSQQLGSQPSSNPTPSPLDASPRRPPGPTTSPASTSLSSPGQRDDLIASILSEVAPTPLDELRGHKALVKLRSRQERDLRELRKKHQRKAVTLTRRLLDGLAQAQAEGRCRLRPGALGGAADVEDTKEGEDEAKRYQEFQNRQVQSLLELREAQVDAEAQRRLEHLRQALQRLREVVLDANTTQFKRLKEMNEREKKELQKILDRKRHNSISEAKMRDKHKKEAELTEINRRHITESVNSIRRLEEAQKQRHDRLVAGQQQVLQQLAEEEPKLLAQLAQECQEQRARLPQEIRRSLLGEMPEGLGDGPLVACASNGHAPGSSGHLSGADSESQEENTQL
ADAM17 inh = ADAM17 inhibitors, primary screen, biochemical, QFRET; recombinant ADAM17, EDANS/DABCYL FRET peptide cleavage; inhibition, % at 6.95 µM; hit rate 0.83% among 370,000;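 active = inhibition above the mean of compounds lying between control limits plus 3 SD, set per campaign, cut at about 8.5% in these data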;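 note: 0% = DMSO-only wells as the low control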
ARFGAP1 inh = inhibitors of rat ARFGAP1 GAP activity, primary screen, biochemical, fluorescence polarization, GDP tracer. inhibition, % at 16.5 µM. AID 651572, 2012. Arfgap1-stimulated ARF1 GTP hydrolysis, GDP FP detection. hit rate 0.26% among 360,000. ADP-ribosylation factor GTPase-activating protein 1 (Rattus norvegicus), Q62848;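 active = inhibition above a per-plate limit, mean inhibition of low control wells plus 3 SD, cut at about 25% in these data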;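 note: 0% = DMSO wells with enzyme and 100% = wells lacking Arfgap1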
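Assay system: purified rat His6-Arfgap1 residues 1-136 (GAP domain); Reagent: human Δ17 ARF1 bound to GTP; Dosing: 16.5 µM single point, 1.26% DMSO; Times: GTP hydrolysis reaction 2 h at 25 °C; Signal: FP, GDP Alexa 633 tracer displaced from anti-GDP antibody, 620/688 nm; Measure: % inhibition from polarization.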
ASAP1 GAP inh = inhibitors of human ASAP1 ArfGAP activity, primary screen, biochemical, fluorescence polarization; Arf-GAP with SH3 domain, ANK repeat and PH domain-containing protein 1 (Homo sapiens), …; ASAP1-stimulated ARF1 GTP hydrolysis, GDP FP detection; inhibition, % at 16.5 µM; hit rate 0.19% among 360,000; in the data active = inhibition above about 25%;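 note: 0% = vehicle with enzyme and substrate and 100% = no enzyme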
Tn6 DDE FP = inhibitors of Tn6 peptide binding to fibrin DD(E), primary screen, biochemical, fluorescence polarization, human fibrin, Tn6 probe; Fibrin DD(E) TRITC-Tn6 fluorescence polarization displacement; AID 720509, 2013; inhibition, % at 8.3 µM; Fibrinogen beta chain (Homo sapiens), P02675; hit rate 0.21% among 370,000;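 active = inhibition above a per-campaign cutoff: mean of compounds within control limits plus 3 SD, cut at about 15% in these data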;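 note: 0% = median of all compound wells on the plate and 100% = blocking peptide control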
PLCg1 inh = PLC-gamma1 enzyme inhibitors, primary screen, biochemical, fluorescence, purified enzyme | fluorogenic substrate | inhibition, % at 12.2 µM | hit rate 0.84% among 370,000 | AID 720700, 2013; in the data active = inhibition above about 9.5%
MBD2 DNA inh = inhibitors of MBD2 binding to methylated DNA, primary screen, biochemical, TR-FRET, DNA-binding domain, human. Methyl-CpG-binding domain protein 2 (Homo sapiens), Q9UBB5. inhibition, % at 4.4 µM. hit rate 0.31% among 370,000. MBD2 binding to methylated oligonucleotide; in the data active = inhibition above about 13%
Tn7 DDE FP = inhibitors of Tn7 peptide binding to fibrin DD(E), primary screen, biochemical, fluorescence polarization, human fibrin, Tn7 probe; FP displacement of FITC-Tn7 peptide from fibrin DD(E); 0% = median of compound wells per plate; inhibition, % at 8.3 µM; Fibrinogen beta chain (Homo sapiens), P02675; hit rate 0.13% among 370,000;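 active = inhibition above the mean of compounds falling within the control limits plus 3 SD of them, cut at about 14% in these data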;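 note: 0% = plate median of compound wells and 100% = 10 µM Aha-Tn7 peptide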
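Assay system: human fibrin DD(E) protein / Input: 2 µM fibrin DD(E) / Benchmarks: high control of 10 µM Aha-Tn7 peptide / Measured by: fluorescence polarization of the labelled Tn7 tracer / Medium: Tris buffer with calcium and detergent, pH 7.8 / Timing: 10 min compound pre-incubation, 3 h probe incubation at room temperature / Repeats: one replicate per compound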
KLK7 zymogen act = proKLK7 zymogen activators, primary screen, biochemical, fluorescence intensity | activation, % at 7 µM | AID 652039, 2013 | hit rate 0.9% among 370,000 | purified proKLK7, EDANS-DABCYL substrate fluorescence; 100% is mature enzyme control, 0% vehicle;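 active = activation above the mean of all tested compounds plus 3 SD, computed per campaign excluding outliers beyond control limits, cut at about 13% in these data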
UHRF1 binding = UHRF1 methylated DNA binding inhibitors, primary screen, counter-screen for MBD2 inhibitor project, biochemical, TR-FRET, human UHRF1, single concentration. UHRF1 binding to methylated oligo. hit rate 0.75% among 370,000. inhibition, % at 4.4 µM. AID 687016, 2013. E3 ubiquitin-protein ligase UHRF1 (Homo sapiens), Q96T88; in the data active = inhibition above about 21%;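 note: UHRF1 SRA domain binding a hemimethylated CpG hairpin DNA probe; 0% = median of test compound wells and 100% = reference inhibitor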
Starred values were filed as active, the others as inactive; nt = no result given.

SMILES	PLC-beta3 inh	ADAM17 inh	ARFGAP1 inh	ASAP1 GAP inh	Tn6 DDE FP	PLCg1 inh	MBD2 DNA inh	Tn7 DDE FP	KLK7 zymogen act	UHRF1 binding
O=C(NCCn1c(-c2ccncc2)nc2ccccc21)[C@H]1CCCN1c1nc(CN2CCCCC2)cs1	-5	-4	8	8	-2	-2	-4	-2	-0.3	1
CCOc1ccc(-n2c(SCC(=O)Nc3cc4oc5ccccc5c4cc3OC)nnc2-c2cccc(Cl)c2)cc1	-2	1	nt	nt	2	3	-2	2	0.5	1
Cc1ccc(SCC(=O)Nc2nccs2)cc1	-1	2	4	-6	-6	5	-1	0	0.0	-1
O=C(/C(=C/O)N=Nc1ccccc1Cl)c1ccccc1	-4	-6	-6	-9	8	-3	-8	5	-0.3	-1
O=C1CCCC2=C1C(c1ccco1)Nc1ccc3ccccc3c12 (stereo not given)	-130	-108	-13	3	12	-93	22*	0	0.6	50*
O=C(N/N=C/c1sc(N2CCOCC2)nc1-c1ccccc1)c1cccc(S(=O)(=O)N2CCCC2)c1	-348	-4	-9	-1	-2	-237	-5	1	-37	-8
CCOc1ccc(CNCCN2CCCC2)cc1	-2	0	7	8	8	7	3	4	-0.1	-3
CC(C)(C)NC(=O)CSc1nnc(-c2ccccn2)n1Cc1ccccc1	-2	-2	-1	8	3	0	-3	-3	0.3	0
Cc1ccc(S(=O)(=O)N2CCC(C(=O)Nc3nnc(-c4ccco4)s3)CC2)cc1	1	-4	7	-6	0	-1	-5	-1	-0.1	-7
COC(=O)c1cc(S(=O)(=O)N2CCN(c3cccc(C)c3)C(C)C2)c[nH]1 (stereo not given)	0	4	11	14	5	3	-3	-3	-0.9	-1
COc1ccc(NC(=O)c2ccc(COc3ccccc3Br)o2)cc1OC	-4	6	3	10	4	-2	-2	0	-0.2	2
CC(C)CNC(=S)N(CCCO)Cc1cc2cc3c(cc2[nH]c1=O)OCO3	-63	-138	2	4	0	-50	2	3	4.8	-2
COC(=O)[C@H]1C[C@H](OC(=O)NCC2CCCCC2)[C@@]2(O)CN(S(=O)(=O)c3ccc(C)cc3)CC2[C@H]1C(=O)OC (stereo not given in full)	2	-5	16	18	-3	5	6	1	0.4	1
COc1ccc(CNC(=O)c2cc(=O)c3cc(C)cc(C)c3o2)cc1	-4	0	-3	0	2	3	-2	-4	-0.8	-1
CN(Cc1nc(-c2cccnc2)no1)S(=O)(=O)c1ccc2ccccc2c1	-2	-1	7	9	-5	2	10	2	0.4	3
O=C(Nc1ccc2c(c1)OCCO2)N1CCN(Cc2ccccc2)CC1	-4	3	4	-3	2	1	-5	-1	-0.3	-2
COc1cccc(-c2cc(C(=O)Nc3ccccc3SC)no2)c1	1	-2	-4	13	7	3	-1	-5	-1.1	1
CCn1c(COc2cc(C)ccc2C(C)C)nnc1SCC(=O)Nc1nccs1	-3	-3	25*	-6	4	4	-4	-7	-0.3	3
O=C1N2CN(C(c3ccccc3)c3ccccc3)CN=C2SC1(CO)CO	4	1	-9	11	-2	3	3	3	0.7	5
Cc1ccc(CNC(=O)C2CCC(=O)N2C2CCCCC2)cc1 (stereo not given)	0	-1	-2	9	-11	4	-5	3	-0.4	-1
CCC(=O)Nc1nonc1-c1nc2ccccc2n1N(C(=O)CC)C(=O)CC	-6	-7	1	14	-2	-6	3	0	-1.6	-1
CCN(NC(=O)C(O)(c1ccc(F)cc1)c1ccc(F)cc1)C(=O)c1ccccc1	3	-1	-2	3	0	2	5	-2	0.1	-5
CCOC(=O)c1nc(NCc2ccccc2)c2ccccc2n1	-5	-2	7	20	1	-5	-2	-4	-0.1	-3
COC(=O)/C(=N/Nc1ccccc1Cl)Sc1nnc(C(O)c2ccccc2)n1-c1ccccc1 (stereo not given)	1	1	-3	10	3	2	-2	-4	0.0	-1
C/C(=N\O)c1ccc2c3ccccc3n(C)c2c1	-205	-95	10	-2	3	-158	-5	-2	1.6	-2
O=S(=O)(Nc1cccnc1)c1ccc(C2CCCCC2)cc1	-1	-2	-13	1	-6	0	1	-2	-0.4	-2
Cc1ccc(CS(=O)(=O)c2ncc(Cl)c(C(=O)Nc3nnc(C(C)C)s3)n2)cc1	-15	-2	-5	-8	-3	-3	6	-3	0.8	-2
O=C(NCc1ccco1)c1cccc(NC(=O)c2ccccc2)c1	3	-2	2	-5	-1	1	0	4	1.2	2
COc1ccc(/C=N/NC(=O)CCc2ccccc2)cc1O	-1	3	-1	3	-4	-5	0	-4	-0.3	2
CCOC(=O)Cc1csc(NC(=O)CCCN2C(=O)c3ccccc3C2=O)n1	3	-4	-4	2	5	1	2	0	0.2	-2
Cc1ccc(C)c(NC(=O)CCC(=O)NNC(=S)Nc2ccccc2)c1	1	-5	-8	7	0	-3	1	6	0.1	2
O=C(Nc1ccncc1)c1ccc(F)cc1	1	-1	3	14	4	-1	-2	4	-0.2	1
COc1cc(Br)c(C2CC(=O)Nc3cc(OC)c(OC)cc32)cc1OC (stereo not given)	-2	0	3	0	2	3	4	2	0.2	1
O=C(NCCc1ccccn1)C1CCCN1S(=O)(=O)c1ccc(Cl)cc1 (stereo not given)	-1	0	2	-1	3	0	1	-3	-0.5	-2
O=C(O)c1cccc(NC(=O)c2ccc(S(=O)(=O)c3ccccc3)cc2)c1	4	1	6	-9	-5	5	-5	-1	-0.1	3
O=C(NCCSCc1ccco1)Nc1ccc(Cl)cc1	1	-4	7	1	-5	0	-6	3	-0.3	1
CCOC(=O)CC(NC(=O)c1cc2cc(Cl)cc(Cl)c2oc1=O)c1cccc([N+](=O)[O-])c1 (stereo not given)	0	1	-16	-8	6	-4	-5	4	0.2	-3
O=C(N/N=C/c1cccnc1)c1cc2c(ccc3ccccc32)o1	-129	-18	25	28*	-6	-65	2	-1	-37	-2
CCOC(=O)Cc1csc(NC(=O)c2ccc(S(=O)(=O)N(CCOC)CCOC)cc2)n1	-1	-2	-5	-18	0	1	4	-1	0.3	-1
COc1ccccc1NC(=O)CN1CC(=O)Nc2ccccc21	-3	0	6	16	1	1	-5	8	0.0	0
COc1cccc(CC(=O)NCCCSc2ccccc2)c1	-4	-4	-1	2	-11	3	-6	0	-0.5	-3
NC(=O)c1ccsc1NC(=O)COC(=O)c1cccnc1Cl	3	-1	14	20	-4	1	-3	-10	0.7	-3
Cc1cc(C)c(S(=O)(=O)Nc2cccc(C(=O)O)c2)cc1S(=O)(=O)Nc1cccc(C(=O)O)c1	-11	0	10	3	-5	-2	1	-4	-0.4	1
O=C(Cc1ccccc1F)NCC1(N2CCOCC2)CCCCC1	-2	2	-10	-4	4	2	-1	-2	0.1	-2
Cc1ccn2c(C(=O)N/N=C\c3ccc4c(c3)OCO4)c(C)nc2c1	-14	-4	4	15	0	-14	0	-2	-0.1	-4
O=C1CC(C(=O)Nc2cc(Cl)ccc2Cl)n2ncnc2N1 (stereo not given)	-1	3	3	3	-3	3	-1	-6	0.0	4
Cc1noc(C)c1S(=O)(=O)N(CC(=O)Nc1ccc2c(c1)OCCO2)c1ccc(C(C)C)cc1	-3	0	-6	2	0	-2	5	9	0.5	3
COc1cc(C=O)ccc1OCCCOc1ccccc1C(=O)O	-2	-2	12	-2	8	-2	-2	3	-0.1	-1
CC1CCCCN1C(=O)CSc1nnc(-c2ccco2)o1 (stereo not given)	-3	2	8	3	-4	3	1	5	-0.6	-1
COc1ccc2nc(NC(=O)c3cccnc3SC)sc2c1	-99	-6	10	4	-11	-94	0	-2	0.8	-6
Cc1cc(C(=O)OCC(=O)N2CCOCC2)c(C)n1-c1ccccc1	-2	-5	5	-4	-1	0	4	6	0.1	0
Cc1ccc(C2NC(=O)Cc3ccccc32)cc1 (stereo not given)	1	-2	8	11	11	-1	4	2	0.1	-1
COCCC(=O)N1CCOCC1c1cc(C(=O)NCc2ccccc2)no1 (stereo not given)	1	0	8	7	-2	0	-3	-5	0.7	4
COc1ccc(N(CC(=O)N2CCc3ccccc32)S(=O)(=O)c2c(C)noc2C)cc1	4	2	13	4	0	6	2	-1	-0.4	6
COc1ccc(N(C)S(=O)(=O)c2cccc(C(=O)NCC(c3cccs3)N(C)C)c2)cc1 (stereo not given)	-1	-2	18	1	-4	-3	-3	-2	0.3	1
CCOC(=O)c1c(S(=O)(=O)NCC(=O)Nc2cccc(C)n2)c(C)n(C)c1C	-13	-2	10	-5	0	2	2	6	0.5	7
O=C(CN1C(=O)CNC1=O)Nc1ccc(Cl)cc1	-7	-1	0	11	-8	1	3	-1	0.5	1
CC(=O)NC(=S)NNC(=O)COc1ccc([N+](=O)[O-])cc1	0	1	-10	-3	3	6	-6	-1	-1.0	-1
Cc1ccc(CCCOC(=O)CN2CCCCC2)cc1	6	2	13	-1	1	4	-1	-3	0.6	1
O=C(NCC1CCCCC1)c1cc(S(=O)(=O)N2CCCCC2)ccc1Cl	-4	-7	-1	6	2	0	5	-7	-0.4	-2
Remaining list, next part.
SMILES	PLC-beta3 inh	ADAM17 inh	ARFGAP1 inh	ASAP1 GAP inh	Tn6 DDE FP	PLCg1 inh	MBD2 DNA inh	Tn7 DDE FP	KLK7 zymogen act	UHRF1 binding
CC(C)Sc1nnc(NC(=O)c2ccc3c(c2)OCO3)s1	-8	0	0	-2	3	-5	0	0	0.1	0
CN(c1ccccc1)c1ccc(/C=C/[N+](=O)[O-])cc1	-12	3	8	5	-4	-9	7	-5	0.6	2
CCOC(=O)c1[nH]c2ccc(OC)cc2c1NC(=O)CCN1CCC(C)CC1	-495	-94	-5	-5	-2	-330	0	7	21*	-4
CCCN1CCC(NC(=O)Nc2ccc(OC)c(OC)c2)CC1	6	-2	-3	2	7	10*	3	-4	0.1	5
CC(=O)Nc1ccc2nc(NC(=O)COc3ccccc3Cl)sc2c1	-4	-4	4	12	8	-2	-5	8	1.1	0

2 entries from above in another layout:
> CCCN1CCC(NC(=O)Nc2ccc(OC)c(OC)c2)CC1
  PLC-beta3 inh: 6
  ADAM17 inh: -2
  ARFGAP1 inh: -3
  ASAP1 GAP inh: 2
  Tn6 DDE FP: 7
  PLCg1 inh: 10*
  MBD2 DNA inh: 3
  Tn7 DDE FP: -4
  KLK7 zymogen act: 0.1
  UHRF1 binding: 5

> CN(c1ccccc1)c1ccc(/C=C/[N+](=O)[O-])cc1
  PLC-beta3 inh: -12
  ADAM17 inh: 3
  ARFGAP1 inh: 8
  ASAP1 GAP inh: 5
  Tn6 DDE FP: -4
  PLCg1 inh: -9
  MBD2 DNA inh: 7
  Tn7 DDE FP: -5
  KLK7 zymogen act: 0.6
  UHRF1 binding: 2

From PubChem
